Screens as filed in PubChem BioAssay.
IL-2 act – qHTS of IL-2 Activators. IL-2 activation reporter assay, cell-based qHTS; stimulated with anti-CD3/CD4/CD28 beads; in transgenic mouse T cells. activation, % (series mostly up to about 46 µM). 0.065% of 360,000 active; in the data active = activation above about 50%; inconclusive = mostly about 30% to 49%; also: 0% is about no effect
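Using fluorescent plate cytometry, EGFP and DsRed are detected in transgenic mouse T cells stimulated 18 h at 37 degrees C with antibody-coated beads after 60 min compound pretreatment.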
PTHR1 agonist – qHTS for PTHR1 Agonists: Primary Screen; Parathyroid hormone/parathyroid hormone-related peptide receptor (Homo sapiens), Q03431; AID 743266, 2014; 0.075% of 410,000 active; Potency, µM (doses to about 115 µM), for the others: top-dose activation, actives largely listed as activators; HEK293 GP2 PTHR1 cells, GloSensor cAMP luminescence, 1 h; also: potency is read from the fitted curve at half-maximal effect; nearly all actives have a fitted effect of over 55% in size; some results filed as inactive show a strong effect at the top dose; inactives centre near -15; many of its hits are not listed in these tables
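HEK-293-derived GP2 cells expressing PTHR1 and a GloSensor cAMP reporter, 3,000/well, plated overnight, given luciferin plus IBMX (each 0.5 mM as added) for 1 h at 37 °C, then compound for 1 h at 37 °C. Luminescence was read after 15 min at room temperature.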
GLP1R inv ag – qHTS of GLP-1 Receptor Inverse Agonists (Inhibition Mode). Glucagon-like peptide 1 receptor (Homo sapiens), P43220. HEK293 GLP-1R CRE-luciferase, luminescence, 24 h; GLP-1R form is constitutively active. Potency, µM (titrated, usually from 38.3 µM), without a hit: at the highest dose activity change, negative = inhibition, most hits filed as inhibitors. 1.6% of 410,000 active; also: potency is read from the fitted curve at half-maximal effect; % is scaled to controls: 0 for no effect and ±100 for the full control effect; nearly all actives have a fitted effect of over 55% in size
Target sequence (P43220 whole entry, looked up): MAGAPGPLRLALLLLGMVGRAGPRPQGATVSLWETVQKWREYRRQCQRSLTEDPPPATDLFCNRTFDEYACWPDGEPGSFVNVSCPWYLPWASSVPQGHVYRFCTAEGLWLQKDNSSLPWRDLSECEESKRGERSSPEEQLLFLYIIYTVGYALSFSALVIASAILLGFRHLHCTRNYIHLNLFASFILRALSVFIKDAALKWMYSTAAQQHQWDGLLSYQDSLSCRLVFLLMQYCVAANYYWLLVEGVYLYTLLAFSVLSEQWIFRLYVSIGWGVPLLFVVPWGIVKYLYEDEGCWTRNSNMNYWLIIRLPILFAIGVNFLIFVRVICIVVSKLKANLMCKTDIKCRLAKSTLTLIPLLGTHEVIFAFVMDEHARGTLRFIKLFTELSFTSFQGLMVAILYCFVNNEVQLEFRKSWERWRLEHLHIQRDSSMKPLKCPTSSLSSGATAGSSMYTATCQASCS
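Stable HEK293 clone (constitutively active GLP-1R + cAMP-response luciferase); 200 cells/uL plated, 12 h pre-culture, compound 24 hr, 37 deg C/5% CO2; detection reagent 12 min RT; luminescence.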
HEK293 tox – qHTS of GLP-1 Receptor Inverse Agonists: Cytotox Screen. HEK293 cAMP-luciferase reporter cells, luminescence, 24 h. Potency, µM (titrated, usually from 38.3 µM), without a hit: at the highest dose activity change, negative = inhibition, hits mostly inhibitors. 0.13% of 410,000 active. AID 624418, 2012;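 also: loss of luciferase light is scored as toxicity; potency is read from the fitted curve at half-maximal effect; % is scaled to controls: 0 for no effect and ±100 for the full control effect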
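A 23 nL compound transfer followed 12 hours of cell culture at 37 deg C; exposure then lasted 24 hr. Luciferase assay detection reagent was dispensed and plates read for luminescence after a 12 min room-temperature wait.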
PLK1 PBD block – qHTS for Inhibitors of PLK1-PDB (polo-like kinase 1 - polo-box domain): Primary Screen; Plk1 PBD binding of FITC phosphopeptide, fluorescence polarization; Potency, µM, for inactives: max response, negative = inhibition, hits mostly inhibitors; 2.8% of 360,000 active; Serine/threonine-protein kinase PLK1 (Homo sapiens), P53350; also: potency is read from the fitted curve at half-maximal effect; series mostly up to about 57 µM; % is scaled to controls: 0 for no effect and ±100 for the full control effect; nearly all actives have a fitted effect of over 65% in size
EPAC1 antagonist – qHTS for Antagonist of cAMP-regulated guanine nucleotide exchange factor 3 (EPAC1): primary screen; Rap guanine nucleotide exchange factor 3 (Homo sapiens), O95398; EPAC1 GEF assay, Rap1b-BODIPY-GDP exchange fluorescence; Potency, µM (series often up to 115 µM), without a hit: at the top dose activity change, negative = inhibition, usual class: inhibitors; 0.14% of 360,000 active; AID 720709, 2013;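 also: potency is read from the fitted curve at half-maximal effect; plate controls were vehicle for no effect and positive control for full effect; nearly all actives have a fitted effect of over 50% in size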
EPAC1 ag – qHTS for Agonist of cAMP-regulated guanine nucleotide exchange factor 3 (EPAC1): primary screen; Rap guanine nucleotide exchange factor 3 (Homo sapiens), O95398; EPAC1 agonist qHTS, biochemical assay; response scale: 100% = response to 6.5 mM cAMP; Potency, µM (series often up to 154 µM), for inactives: top-dose activation, actives largely listed as activators; 0.073% of 360,000 active; also: potency is read from the fitted curve at half-maximal effect; nearly all actives have a fitted effect of over 60% in size
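Nucleotide exchange assay: 100 nM EPAC1 with 250 nM Rap1B loaded with BODIPY-GDP and 50 uM GDP, room temperature. Fluorescence (480/540 nm) read every 5 min for 30 min; signal change normalized to 6.5 mM cAMP as full agonist.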
PI5P4Ka inh – qHTS for Inhibitors of phosphatidylinositol 5-phosphate 4-kinase (PI5P4K) | PI5P4Kalpha enzyme, ADP-Glo luminescence, 60 min; hits give low values | AID 652105, 2013 | Phosphatidylinositol 5-phosphate 4-kinase type-2 alpha (Homo sapiens), P48426 | 1.2% of 330,000 active | max response, %; active = max response of -50% or lower; inconclusive = between -30% and -50%; inactive = -30% or higher; also: value at the top dose of about 77 µM; % is scaled to controls: 0 for no effect and ±100 for the full control effect
Target sequence (P48426 whole entry, looked up): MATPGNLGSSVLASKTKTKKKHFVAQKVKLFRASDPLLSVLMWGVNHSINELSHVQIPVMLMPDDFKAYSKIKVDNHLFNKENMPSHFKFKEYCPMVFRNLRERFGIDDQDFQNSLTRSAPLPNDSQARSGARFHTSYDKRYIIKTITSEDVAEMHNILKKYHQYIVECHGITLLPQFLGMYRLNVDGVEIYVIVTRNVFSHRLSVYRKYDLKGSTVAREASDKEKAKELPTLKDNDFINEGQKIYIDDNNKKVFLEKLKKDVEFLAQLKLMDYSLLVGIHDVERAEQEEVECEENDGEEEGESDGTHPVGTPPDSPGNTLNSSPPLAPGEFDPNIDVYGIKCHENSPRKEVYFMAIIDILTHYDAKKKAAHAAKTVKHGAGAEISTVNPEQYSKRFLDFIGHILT
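Human PI5P4Kalpha with substrate in 0.038 M HEPES pH 7.4, 0.28 mM EGTA, 0.1% CHAPS, 5% DMSO; reaction started with 5 microM ATP (final), 60 min at room temperature. ADP formed read by ADP-Glo luminescence.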
GLP-1R agonist – qHTS of GLP-1 Receptor Agonists; Potency, µM (top dose mostly 45.6 µM), inactives show top-dose activation, actives largely listed as activators; AID 624172, 2012; Glucagon-like peptide 1 receptor (Homo sapiens), P43220; HEK293 GLP-1R CRE-luciferase, luminescence, 4-6 h; cells express a hypersensitive GLP-1R form; 0.007% of 380,000 active; also: potency is read from the fitted curve at half-maximal effect; % of control where 0% means no effect
Starred values were filed as active, the others as inactive; i = inactive; ? = inconclusive; / = no result given; [ ] = remark or other dose. Unless noted, calls follow the shape of the dose curve; as a rule, active = well fitted curve in the direction sought with a large enough effect; inconclusive = small, poorly fitted or top-dose-only effect, or another doubt; inactive = no such curve, though single readings can be large; an effect the other way counts as inactive or inconclusive. Only part of the results is shown, so the mix of outcomes need not match the whole.

SMILES | IL-2 act | PTHR1 agonist | GLP1R inv ag | HEK293 tox | PLK1 PBD block | EPAC1 antagonist | EPAC1 ag | PI5P4Ka inh | GLP-1R agonist
Cn1ccs/c1=N\C(=O)Nc1cccc(C(F)(F)F)c1 | -0.7 | -8% | ? | 2% | -3% | -13% | -8% | -1 | 4%
COc1cc(C(=O)NCc2nnc(SCC(=O)Nc3nc4ccccc4s3)o2)cc(OC)c1OC | -0.2 | i | -17% | ? | -11% | 9% | -6% | -4 | 1%
O=S(=O)(N/N=C1\CC(c2ccccc2)Oc2ccccc21)c1ccccc1 (stereo not given) | 0.4 | -5% | ? | 15% | -11% | 0% | 13% | 4 | -8%
Cc1ccnc(Nc2nc(-c3ccc(O)cc3)cs2)c1 | -1.4 | -43%[inhibitor] | -24% | -5% | -12% | -29% | 14% | -7 | 2%
CSCCC(NC(=O)c1ccccc1)C(=O)NCCc1ccc2c(c1)OCCO2 (stereo not given) | 3.5 | -18% | 6% | -1% | -19% | -19% | 8% | 2 | 4%
CC(C)COC(=O)C(C#N)c1nc2ccccc2nc1N1CCN(Cc2ccc3c(c2)OCO3)CC1 (stereo not given) | 1.0 | -20%[57.5 µM] | -27% | -4% | -9% | -13% | 25% | 5 | 3%
COc1ccc(/C=N/N=C/c2ccc(OC)c(O)c2)cc1O | -1.9 | i | 0% | 7% | -2% | 1% | -4% | / | 21%
COC(=O)C1=C(C)N(Cc2ccccc2)C(=NCc2cccc(Cl)c2)N[C@H]1c1cccc(F)c1 | -0.7 | -62%[inhibitor] | ? | ? | 2% | -25% | -17% | 15 | -19%
COc1ccc(CNC/C=C/c2ccccc2)cc1 | -0.2 | i | 1% | 1% | -4% | -5% | 8% | -2 | 10%
O=C(CCc1ccccc1)NNc1cc(N2CCCCC2)nc(N2CCCCC2)n1 | -0.6 | -7% | -16%[0.307 µM] | 4%[0.307 µM] | -10% | 15% | 0% | -1 | 4%
O=C(NCc1ccc(Cl)cc1)N1CCOCC1 | 0.3 | i | 13% | 6% | 3% | -29% | -2% | 9 | -2%
Cc1[nH][nH]c(=O)c1N=Nc1ccc(Br)c(Cl)c1 | 0.4 | i | 11% | -27% | 1% | 12% | 0% | 2 | 8%
CCC(C)NCCCCOc1cc(C)cc(C(C)C)c1 (stereo not given) | 0.4 | -5% | ? | -23% | -20% | -27% | -15% | 2 | 5%
CCCOc1ccc(-c2nnn(CC(=O)N3CCC(C)CC3)n2)cc1 | 1.2 | -6%[57.5 µM] | 0% | -24% | 0% | -1% | 6% | / | 4%
Cc1cccc(N(Cc2ccccc2)C(=O)CCl)c1 | -0.8 | -51%[inhibitor] | 10µM* | -27% | -5% | -22% | -8% | 15 | 1%
CCC(=O)c1ccc(OCC(O)CN2CCN(c3ccccn3)CC2)cc1 (stereo not given) | -0.8 | 0% | -18% | -1% | -10% | -8% | 3% | -3 | 23%
CC(C)(C)NC(=S)Nc1cccc(C(F)(F)F)c1 | -1.0 | i | ? | ? | 3% | -6% | 0% | 0 | 6%
COC(=O)Nc1ccc(S(=O)(=O)N(CCO)CC(F)(F)C(F)F)cc1 | -0.2 | i | -2% | -16% | -12% | -3% | -4% | 7 | 2%
C[C@H](NC(=O)c1ccco1)C(=O)NCCc1ccc(S(N)(=O)=O)cc1 | -2.1 | 10% | 13% | 2% | -13% | -8% | 0% | 1 | 7%
O=C(Nc1ccc(Cl)c(Cl)c1)OCc1cccnc1 | -2.0 | -51%[inhibitor] | -6% | 2% | -9% | -16% | 9% | 5 | -1%
COC(=O)[C@@]12CCCCN1[C@H](c1ccc(-c3ccc(Cl)c(Cl)c3)cc1)[C@H]1C(=O)N(C)C(=O)[C@H]12 | -0.6 | 5% | 0% | -6% | -19% | -6% | -9% | 2 | -4%
O=C(Nc1cccnc1)c1ccc2c(c1)C(=O)N(Cc1cccnc1)C2=O | 3.4 | i | -4% | -7% | -3% | 6% | -5% | / | -14%
Cc1ccc(C(=O)OCC(=O)c2c(N)n(C)c(=O)n(C)c2=O)cc1S(=O)(=O)N1CCCCC1 | -1.6 | -2% | 4% | 1% | -21% | -1% | 16% | -4 | 1%
CC(C)(C)Nc1nc(-c2ccc3c(c2)CCN3C(=O)C2CC2)cs1 | -0.7 | -13% | ? | -8% | ? | 10% | 10% | 0 | ?
CCOCCn1c(-c2ccccc2)nc2ccccc21 | -3.1 | -15% | ? | ? | -9% | -11% | 6% | -6 | 8%
CC(C(=O)NCC1(c2ccccc2)CCOCC1)N1CCOCC1 (stereo not given) | -1.0 | i | 2% | 0% | 3% | 8% | -1% | 8 | 1%
COc1cccc(-n2c(=O)c3sc4ccccc4c3n(CC(=O)NC3CCCCC3)c2=O)c1 | / | -28% | 0% | -3% | / | / | / | / | -3%
Cc1cc(C)cc(OCC(=O)Nc2cc(NC(=O)COc3cc(C)cc(C)c3)cc(C(=O)O)c2)c1 | 0.8 | i | -17% | -4% | -20% | -21% | -3% | -2 | 14%
CC(C)(C)OC(=O)NCCCC[C@H](NC(=O)c1nc[nH]c1C(=O)NCc1ccccc1)C(=O)OC(C)(C)C | -0.2 | -8% | ? | 1% | 0% | -25% | -32%[inhibitor] | 5 | 10%
CC(=O)Nc1sc2c(c1C(c1ccccc1Cl)N1CCN(CCO)CC1)CCCC2 (stereo not given) | -1.1 | i | ? | -4% | ? | -18% | 0% | 4 | 13%
Cc1cc(C(=O)OCC(=O)NCc2ccccc2)c2ccccc2n1 | -0.2 | -26% | 10% | 0% | -13% | -16% | 5% | 2 | -1%
O=C(NC1CCN(S(=O)(=O)c2ccccc2)CC1)c1ccccc1 | 0.1 | i | -10% | -6% | -12% | 1% | 5% | 0 | 1%
CN(CC(=O)Nc1ccccc1Cl)C(=O)c1cccc(S(=O)(=O)N2CCN(c3ccccc3)CC2)c1 | -4.3 | -40%[inhibitor] | ? | 11% | -3% | 0% | 7% | 12 | -2%
CCC(C(=O)c1ccc2ncccc2c1)c1ccccc1 (stereo not given) | -1.3 | -51%[inhibitor] | ? | 3% | 6% | -2% | -3% | 2 | 5%
CCOc1ccc(N2C(=O)CSC2c2ccncc2)cc1 (stereo not given) | -1.4 | i | -1% | 2% | -7% | -3% | 4% | 0 | 1%
CN(C)c1ccc2c(O)cc(=O)n(C)c2c1 | 14 | -3%[57.5 µM] | 5% | -4% | -28% | 0% | 1% | / | -7%
Cc1ccc(C)c(SCC(=O)NC(=O)NC2CCCC2)c1 | 0.9 | -19% | 11µM* | 2% | ? | -16% | -2% | 13 | -4%
Cc1ccc(OCC(=O)Nc2ccc(N3CCN(S(C)(=O)=O)CC3)cc2)c(C)c1 | -1.3 | -46%[inhibitor] | -15% | -3% | 5% | -6% | -19% | 8 | -4%
CC(=O)OCC(=O)Nc1ccc(N=Nc2ccccc2)cc1 | 5.2 | -3% | -18% | ? | -5% | -22% | 5% | 2 | 4%
CCn1c(Cc2c(C)[nH]c3ccccc23)nnc1SCC(=O)NCc1ccco1 | -2.5 | -5% | -3% | 1% | ? | 7% | -7% | 4 | -4%
CC(=O)C(C)n1c(CN(C)Cc2ccccc2)nc2c1c(=O)n(C)c(=O)n2C (stereo not given) | -2.4 | -12% | 26% | -3% | 6% | -13% | -4% | -1 | -4%
Cn1nnnc1Sc1ncnc2scc(-c3cccc4ccccc34)c12 | -0.7 | -68%[inhibitor] | / | / | / | -12% | 0% | / | -4%
Cc1ccc(NC(=O)CNc2ccc(N3CCOCC3)cc2)cc1S(=O)(=O)N(C)C | -0.3 | -1% | 15% | 16% | -13% | -1% | 0% | -14 | 9%
O=[N+]([O-])c1cccc(C2=NCCS2)c1 | 0.0 | i | 7% | 3% | -18% | -1% | 0% | 0 | -1%
COc1cc(OC)cc(-c2c(C#Cc3ccsc3)c3cc(-c4ccccc4OC)ccc3n2C)c1 | 2.2 | -13% | 5% | 1% | 3% | 12% | 3% | 6 | -5%
CCCCn1c(Cc2ccccc2)nnc1SCC(=O)N1CCOCC1 | 1.6 | i | 2% | -3% | -21% | 0% | -4% | 1 | -9%
CC1CCN(C(=S)Nc2ccc3nc4n(c(=O)c3c2)CCCCC4)CC1 | 1.0 | -54%[inhibitor] | -35% | 4% | -10% | -8% | 4% | 2 | 1%
CCOC(=O)Cc1csc(NS(=O)(=O)c2ccc3c4c(cccc24)C(=O)N3CC)n1 | -0.3 | 0%[57.5 µM] | 59%[activator] | -3% | -15% | 0% | 3% | -4 | 6%
O=c1[nH]c2cc3c(cc2cc1CN(CCO)S(=O)(=O)c1ccccc1Cl)OCCO3 | 1.5 | i | 5% | 9% | 2% | 2% | 7% | / | 6%

Record cards (already shown).
CC1CCN(C(=S)Nc2ccc3nc4n(c(=O)c3c2)CCCCC4)CC1 across the screens: IL-2 act = 1.0; PTHR1 agonist = -54%[inhibitor]; GLP1R inv ag = -35%; HEK293 tox = 4%; PLK1 PBD block = -10%; EPAC1 antagonist = -8%; EPAC1 ag = 4%; PI5P4Ka inh = 2; GLP-1R agonist = 1%
CCn1c(Cc2c(C)[nH]c3ccccc23)nnc1SCC(=O)NCc1ccco1 across the screens: IL-2 act = -2.5; PTHR1 agonist = -5%; GLP1R inv ag = -3%; HEK293 tox = 1%; PLK1 PBD block = ?; EPAC1 antagonist = 7%; EPAC1 ag = -7%; PI5P4Ka inh = 4; GLP-1R agonist = -4%
